# mHTT-CaM PPI inh: disrupts binding of mutant huntingtin to calmodulin; P42858; AlphaScreen His-mHTT/GST-CaM binding, luminescence; inhibition, % at 15 µM; actives 3.6% (n = 190,000); AID 1671202;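 note: 0% = both proteins with DMSO and 100% = one protein alone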
# Pf apPOL inh: Pf-apPOL DNA polymerase inhibition | inhibition, % at 10 µM | Recombinant Pf-apPOL, molecular beacon fluorescence, 1.5 h | actives 0.25% (n = 210,000)
# * hit, by the source's call; · = not tested or not shown; & = joins results of further samples; ! = a repeat was not active. Cut-off read from the data, not from the text of the source: active = inhibition above about 50%; inactive = the rest.
SMILES,mHTT-CaM PPI inh,Pf apPOL inh
COc1ccc(CN2CCCC2c2cc(C(C)C)no2)c(O)c1 (stereo not drawn),2,-3
Cc1cccc(C(=O)N2CCN(c3ccc(Cl)cc3)C(=O)C2C)c1 (stereo not drawn),-7,-3
CC(C)c1ccc(C=C2Oc3cc(OS(C)(=O)=O)ccc3C2=O)cc1,34,-2
O=C(NCc1ccccc1)C1CCCN(S(=O)(=O)c2ccc(Br)s2)C1 (stereo not drawn),-5,3
O=C1C=C(c2ccc(Cl)cc2)C(=O)N1c1ccccc1Cl,62*,-3
O=c1[nH]cnc2c1cnn2CCOc1ccccc1,-8,-19
CC(C)C(C)(C#N)NC(=O)c1cccnc1Oc1ccc(Cl)cc1 (stereo not drawn),5,-3
COc1ccc(/C=C2\SC(=N)N(c3ccc(F)cc3)C2=O)cc1OC,31,-1
COc1ccc(S(=O)(=O)N2CCc3nc4cc(-c5ccccc5)[nH]n4c(=O)c3C2)cc1,16,0
Cc1ccc(CNC(=O)Nc2nccn(-c3cc(C)cc(C)c3)c2=O)cc1,-4,-5
N#CC1=C(N)Oc2cc(N)ccc2C1c1ccccc1F (stereo not drawn),8,-2
O=C(CCn1c(=O)[nH]c2ccsc2c1=O)NCCC1=CCCCC1,-5,-1
Cc1cc(C)n(CC(=O)Nc2nc(-c3ccccc3)cs2)n1,-4,-2
CC(C)(C)N=C1Nc2ncccc2NC12CCN(C(=O)Cc1ccc(Cl)cc1)C2 (stereo not drawn),24,-4
CCOc1cc(C(=O)Nc2cccnc2)cc(OCC)c1OCC,3,2

# Fetched by structure from the entries so far, 2 records:
SMILES,mHTT-CaM PPI inh,Pf apPOL inh
COc1ccc(/C=C2\SC(=N)N(c3ccc(F)cc3)C2=O)cc1OC,31,-1
CC(C)C(C)(C#N)NC(=O)c1cccnc1Oc1ccc(Cl)cc1 (stereo not drawn),5,-3

# The results go on:
SMILES,mHTT-CaM PPI inh,Pf apPOL inh
COc1cc(NC(=O)c2ccc(Br)cc2)c(OC)cc1NC(=O)c1ccccc1,2,0
COc1ccc(C(=O)n2nccc2-c2ccc(-c3cccs3)s2)cc1,·,0
COc1cc(C=C2Oc3cc(OC(=O)c4ccccc4F)ccc3C2=O)cc(OC)c1OC,8,-14
NC(=O)c1cccc(N=Cc2ccc(Br)cc2)c1,22,-1
FC(F)(F)c1[nH]ncc1Br,-3,·
CCCC[C@H]1COCCS(=O)(=O)N1Cc1ccc(F)cc1,-12,-7
CCN(C)C1CN(Cc2cn(Cc3ccc(C)cc3)nn2)S(=O)(=O)C1 (stereo not drawn),-14,-8
CC(=O)Nc1ccc(NC(=O)COc2cccc(C)c2C)cc1,10,-12
COc1ccc(CN2CCCC2c2cc(C)on2)cc1CN1CCOCC1 (stereo not drawn),10,-3
O=C(NCc1cc(F)cc(F)c1)c1ccc(NC(=O)C2CC2)cc1N1CCCCC1,-6,1
Cc1ccc(N2C(=O)CC(NCCc3ccc(S(N)(=O)=O)cc3)C2=O)cc1Cl (stereo not drawn),10,16
CC1(C)C(C=C(Cl)Cl)C1C(=O)Nc1cccc([N+](=O)[O-])c1 (stereo not drawn),72*!,1&-4
Cc1ccc(N2C(=O)c3cccnc3C2CC(=O)N2CCOCC2)cc1 (stereo not drawn),-5,0
Cc1cc(C)c2c(c1C#N)CC(C)(C)C2=O,·,-1
Cc1cc(C)c(C(N)=O)c(Nc2ccccc2Cl)n1,2,9
CCOc1ccc(C(=O)NCc2ccco2)cc1[N+](=O)[O-],2,6
O=[N+]([O-])c1ccccc1CN1CCN(CCOCCO)CC1,2,-4
O=C(CSc1nc(CC(=O)N2CCc3ccccc32)cs1)c1ccc(F)cc1,12,-6
CCn1c(SC)nnc1-c1nn(C)c2c1CN(C(=O)c1cc(OC)cc(OC)c1)CC2,12,-21
COC(=O)C=Cc1cn(C2OCC(CO)C2O)c(=O)[nH]c1=O (stereo not drawn),·,-6
Cc1cc2c(cc1C)C(=O)NC(C)(C)C2,-3,-4
O=C(c1cccnc1N1CCNC(c2ccccc2)C1)N1CCCN(c2ncccn2)CC1 (stereo not drawn),-3,4
COC(=O)c1nc2n(n1)C(c1cccc(Cl)c1)C1=C(CCCC1=O)N2 (stereo not drawn),6,1
COc1cccc(CNC(=O)C2CCCN(c3cc(=O)n(C)c(=O)n3C)C2)c1 (stereo not drawn),-7,0
O=C(NCc1cccs1)C1CC(c2ccccc2F)=NO1 (stereo not drawn),-4,-2
Cc1cccc(C(C)C)c1NC(=O)Nc1ccc(Cl)cc1,-7,-6
CC(=O)NCc1csc(C2CCN(S(=O)(=O)c3ccc(C)cc3C)CC2)n1,7,-4
O=c1c2sccc2n(Cc2cccc(F)c2)c(=O)n1-c1ccccc1,-2,6
O=C(NCCSc1c[nH]c2ccccc12)c1ccc(F)cc1,9,5
CC(=O)c1ccc(NC(=O)C2CCN(c3cc(C(=O)N4CCCC4)ccn3)CC2)cc1,8,-2
CN(Cc1ccccc1)S(=O)(=O)c1cc(Cl)ccc1Cl,-11,1
CCN(CCCNC(=O)c1cn(-c2ccc(F)cc2F)c(=O)c2ccccc12)c1ccccc1,30,3
CCOc1ccc(C2C(C(=O)c3ccco3)=C(O)C(=O)N2c2ncccn2)cc1 (stereo not drawn),6,-9
COc1ccc(C2CC(c3ccc(I)cc3)Nc3ncnn32)c(OC)c1 (stereo not drawn),44,4
CN1CCN(C(=O)/C(=C\c2cccc([N+](=O)[O-])c2)NC(=O)c2cccs2)CC1,4,1
COC(=O)[C@H](C(C)C)N(CCc1cn(Cc2ccc(C)cc2)nn1)S(=O)(=O)c1ccccc1Br,-1,-7
COC(=O)c1sccc1NC(=S)NCCN1CCNC1=O,·,-6
CC1CN=C2C=C(N3CCN(C(=O)Nc4ccccc4C(F)(F)F)CC3)N=CN21 (stereo not drawn),1,-2
O=C1NC2(CCN(C(=O)NCCc3ccccc3)CC2)Nc2cc(Cl)ccc21,2,-6
CC(=O)Nc1ccc2nc(SCC(=O)NC(C)(C)C)sc2c1,0,-5
CC(C)c1ccc(C(=O)Nc2nc3c(s2)CN(S(=O)(=O)c2ccccc2)CC3)cc1,23,-7
O=C(CSc1ncn(-c2ccccc2)n1)c1cccs1,-5,2
O=C(CC1(O)C(=O)Nc2ccccc21)c1ccc(Br)s1 (stereo not drawn),-2,-2
Cc1ccc(C)n1-c1ccc(C(=O)NC2CC2)cn1,17,-5
Cc1ccc(Oc2nccnc2N2CCCC(C(=O)NCc3ccc(F)cc3)C2)cc1 (stereo not drawn),-2,-5
Cc1ccc(OCCn2nnc3ccccc32)c(C)c1,-13,-2
Cc1ccc(S(=O)(=O)N2CCc3nc(NC(=O)c4ccnn4C)sc3C2)cc1,22,-3
CCN1C(=O)NC(=O)/C(=C/c2cn(CCOc3ccc(OC)cc3)c3ccccc23)C1=O,8,-3
CCOc1ccc(-c2[nH]nc3c2C(c2ccc(OCC(N)=O)c(OC)c2)C(C#N)=C(N)O3)cc1 (stereo not drawn),26,0
COc1cc2c(=O)c(-c3ccc(O)cc3)coc2cc1OC1OC(CO)C(O)C(O)C1O (stereo not drawn),·,2
Cc1cc(C(=O)NCCC2CCCCN2S(=O)(=O)c2cccs2)c(C)o1 (stereo not drawn),30,-5
Cc1c(C(=O)NCCCN2CCOCC2)oc2ccc(S(=O)(=O)N3CCCC3)cc12,0,-4
O=C(NCc1ccco1)c1cccc(CN2C(=O)C3CCCN3C(=O)c3ccccc32)c1 (stereo not drawn),3,-2
COc1ccc(/C=C/C(=O)NCCc2nc3ccccc3[nH]2)cc1,4,-1
O=C(Nc1ccc(F)c(F)c1)c1ccc(Cl)cc1,-19,-1
CC1(C)Nc2ccccc2-c2nnc(SCC(=O)O)nc2O1,1,-7
CC1=C(C(N)=O)C(c2ccc(F)cc2)n2nc(SCc3ccccc3)nc2N1 (stereo not drawn),4,-2
Cc1onc(-c2ccccc2Cl)c1C(=O)Nc1sc2c(c1C(N)=O)CCCC2,11,0
O=C(Nc1ccc([N+](=O)[O-])cc1)c1cc(Br)ccc1Cl,12,-3
COc1ccc(OC)c(NC(=O)c2cc(OC)c(OC)cc2[N+](=O)[O-])c1,3,0

# Following part.
SMILES,mHTT-CaM PPI inh,Pf apPOL inh
CCc1ccc(-n2c(CN3CCN(C(=O)NCC4CCCO4)CC3)nc3cccnc32)cc1 (stereo not drawn),3,-2
O=C(c1ccc(F)cc1)N1CCN(c2cc(-c3cccnc3)[nH]n2)CC1,3,-6
CCOc1ccc(CNC(=O)CCCc2cn(C)c3ccccc23)cc1OC,23,-15
O=C1CC(C(=O)N2CCc3ccccc3C2)CN1CCc1c[nH]c2ccc(F)cc12 (stereo not drawn),46,2
CCC(C)NC(=O)c1ccc(CS(=O)(=O)Cc2ccc(Cl)cc2)o1 (stereo not drawn),-13,-14
CC[n+]1ccc(C)c2cc(S(=O)C(F)(F)F)ccc21 (stereo not drawn),5,0
O=C(CSc1nnc(NC(=O)c2c(F)cccc2F)s1)NCC1CCCO1 (stereo not drawn),-1,1
Cc1nc(C)c(C(=O)Nc2ccc(F)c(C)c2)s1,0,-5
COc1ccc(NC(=O)N2CCCC2c2nc(-c3ccccc3OC)no2)cc1 (stereo not drawn),7,1
Cc1ccc(S(=O)(=O)N2CCN(S(=O)(=O)c3ccccc3[N+](=O)[O-])C2)cc1,1,-1
CCOc1ccc(CN2CCc3nc(N4CCN(C)CC4)ncc3C2)cc1OC,17,2
O=C(Nc1cccc(Cl)c1)N1CCC(CCNS(=O)(=O)c2ccc(F)cc2)CC1,-6,-7
CC1CCN(CCNC(=O)Cn2c(=O)oc3ccccc32)CC1,-5,0
COc1ccc(Oc2c(C(F)(F)F)oc3c(CN4CCN(C)CC4)c(O)ccc3c2=O)cc1,10,-4
COc1ccc(C2=N/C(=C\c3sccc3C)C(=O)O2)cc1,-2,-7
Cc1ccc(-n2c3c(cc(C(=O)NC4CC(C)(C)NC(C)(C)C4)c2=O)C(=O)CC(C)(C)C3)cc1,-2,-6
Cc1cc(=O)[nH]c(-c2ccccc2O)n1,-4,-1
Cc1ccc(CNC(=O)C2CCCN(c3ccc(N4CCOCC4)nn3)C2)cc1 (stereo not drawn),-3,-2
Cc1ccc(NC(=O)N2CCc3c(c(-c4nc(C5CC5)no4)nn3C)C2)cc1,30,-3
O=C(O)COc1ccc(CS(=O)(=O)Cc2ccc(OCC(=O)O)cc2)cc1,-1,1
Cc1cc(C)cc(NC(=O)Nc2nccn(-c3ccc4c(c3)CCC4)c2=O)c1,-1,-1
O=c1[nH]c(/C=C/c2cccnc2)nc2ccccc12,100*,-4
Cc1ccc2nc(-c3cc(N=Cc4ccc([N+](=O)[O-])cc4)ccc3O)[nH]c2c1,55*,1
COc1ccc(C(=O)Nc2ccc(NC(C)=O)cc2)cc1I,-5,-1
Cc1ccc(CN2[C@@H](CC(C)C)COc3c(Cl)cccc3S2(=O)=O)cc1,-39,-2
Cc1ccc(NC(=O)N2CCC(n3cnc4ccc(Cl)cc4c3=O)CC2)cc1F,-3,0
CCc1cc(=O)[nH]c(SCC(=O)OC)n1,-6,1
CCNC(=O)c1cn(-c2ccc(SCC(=O)Nc3ccc4c(c3)OCCO4)nn2)cn1,-9,-3
CCCCc1ccc(NC(=O)Cn2nc3c(cc2=O)CN(C(=O)OCC)CC3)cc1,26,0
Cc1cccc(-n2ncc3c(NCc4ccc5c(c4)OCO5)ncnc32)c1,8,-3

# Ordered by heavy-atom count (descending): six of the compounds above.
SMILES,mHTT-CaM PPI inh,Pf apPOL inh
Cc1ccc(CNC(=O)Nc2nccn(-c3cc(C)cc(C)c3)c2=O)cc1,-4,-5
O=C(NCc1ccccc1)C1CCCN(S(=O)(=O)c2ccc(Br)s2)C1 (stereo not drawn),-5,3
COc1ccc(/C=C/C(=O)NCCc2nc3ccccc3[nH]2)cc1,4,-1
COc1ccc(CN2CCCC2c2cc(C(C)C)no2)c(O)c1 (stereo not drawn),2,-3
O=C1C=C(c2ccc(Cl)cc2)C(=O)N1c1ccccc1Cl,62*,-3
CC[n+]1ccc(C)c2cc(S(=O)C(F)(F)F)ccc21 (stereo not drawn),5,0

# Remaining list, next part
SMILES,mHTT-CaM PPI inh,Pf apPOL inh
Clc1ccc(N2CCN(Cc3ccco3)CC2)cc1,6,-3
COCCCn1c(=N)c(C(=O)NCCN2CCOCC2)cc2c(=O)n3cccc(C)c3nc21,6,5
COc1ccc(C(=O)N2CCC(c3nc(C(=O)N4CCCCC4)c(C)o3)CC2)c(C)c1,4,-1
COCc1[nH]nc2c1C1(CCSCC1)C(C#N)=C(N)O2,-3,·
CCC(=O)N1CCN(c2nc(C)nc(C(C)C)c2Cc2c(F)cccc2Cl)CC1,23,-1
N#CCSc1ccc(Cl)cc1,·,-7&-4
Cc1cc(C)cc(N2C(=O)CCC2(C)C(=O)NC2CCCC2)c1 (stereo not drawn),-5,0
O=C(Nc1ccc(Cl)cc1)c1cnc2ccccc2n1,0,4
CN(C)C=C(C#N)C(=O)c1cccc(C(F)(F)F)c1,·,33
Cc1c(N=Cc2ccncc2)c(=O)n(-c2ccccc2)n1C,20,10
COc1ccc(CNS(=O)(=O)c2ccc(F)cc2Br)cc1,-12,-4
O=[N+]([O-])c1ccc(-c2cc(-c3ccccc3OCc3ccccc3)on2)cc1,·,-10
Cc1cccc(CN2CCC(C(N)=O)CC2)c1,-4,0
O=C(NCC1CCN(Cc2cccs2)CC1)C1(c2ccccc2)CCOCC1,0,-3
O=C1NCCN1CCN1CCS(=O)(=O)CC1,·,1
Cc1nc2sc(C)c(C)n2c(=O)c1NC(=O)CC(c1ccccc1)c1ccccc1,35,1

# Profiles as entered above. Values in the order: mHTT-CaM PPI inh, Pf apPOL inh
# Results for COCCCn1c(=N)c(C(=O)NCCN2CCOCC2)cc2c(=O)n3cccc(C)c3nc21 = 6, 5
# Results for O=C(NCC1CCN(Cc2cccs2)CC1)C1(c2ccccc2)CCOCC1 = 0, -3
# Results for Cc1nc2sc(C)c(C)n2c(=O)c1NC(=O)CC(c1ccccc1)c1ccccc1 = 35, 1
# Results for COc1ccc(CNS(=O)(=O)c2ccc(F)cc2Br)cc1 = -12, -4
